OTUD3 block – inhibitors of human OTUD3 deubiquitinase; 0.7% of 47,000 active; Q5T2D3; AID 1645858; purified OTUD3, Ub-rhodamine fluorescence, 2 h; inhibition, % at 25 µM
USP8 block – inhibitors of human USP8 deubiquitinase; P40818; purified USP8, Ub-rhodamine cleavage fluorescence, 30 min; 4.2% of 47,000 active; inhibition, % at 20 µM
UCHL1 block – inhibitors of human UCHL1 deubiquitinase. inhibition, % at 20 µM. 0.2% of 47,000 active. purified UCHL1, Ub-rhodamine cleavage fluorescence. P09936
Target sequence (P09936 whole entry, looked up): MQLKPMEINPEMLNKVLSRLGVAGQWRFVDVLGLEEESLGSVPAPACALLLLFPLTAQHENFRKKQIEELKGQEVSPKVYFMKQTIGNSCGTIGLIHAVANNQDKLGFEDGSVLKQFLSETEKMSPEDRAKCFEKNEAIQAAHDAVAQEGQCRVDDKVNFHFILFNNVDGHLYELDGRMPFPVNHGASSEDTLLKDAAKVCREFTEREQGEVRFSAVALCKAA
USP28 inh – inhibitors of human USP28 deubiquitinase | 3% of 47,000 active | Q96RU2 | inhibition, % at 25 µM | purified USP28, Ub-rhodamine cleavage fluorescence, 30 min
USP30 inh – human USP30 deubiquitinase inhibition. Q70CQ3. purified USP30, Ub-rhodamine cleavage fluorescence. inhibition, % at 25 µM. 5.3% of 47,000 active
USP10 block – blocks human USP10 ubiquitin-rhodamine cleavage; 1.1% of 47,000 active; inhibition, % at 20 µM; purified USP10, Ub-rhodamine fluorescence, 60 min; Q14694
Target sequence (Q14694 whole entry, looked up): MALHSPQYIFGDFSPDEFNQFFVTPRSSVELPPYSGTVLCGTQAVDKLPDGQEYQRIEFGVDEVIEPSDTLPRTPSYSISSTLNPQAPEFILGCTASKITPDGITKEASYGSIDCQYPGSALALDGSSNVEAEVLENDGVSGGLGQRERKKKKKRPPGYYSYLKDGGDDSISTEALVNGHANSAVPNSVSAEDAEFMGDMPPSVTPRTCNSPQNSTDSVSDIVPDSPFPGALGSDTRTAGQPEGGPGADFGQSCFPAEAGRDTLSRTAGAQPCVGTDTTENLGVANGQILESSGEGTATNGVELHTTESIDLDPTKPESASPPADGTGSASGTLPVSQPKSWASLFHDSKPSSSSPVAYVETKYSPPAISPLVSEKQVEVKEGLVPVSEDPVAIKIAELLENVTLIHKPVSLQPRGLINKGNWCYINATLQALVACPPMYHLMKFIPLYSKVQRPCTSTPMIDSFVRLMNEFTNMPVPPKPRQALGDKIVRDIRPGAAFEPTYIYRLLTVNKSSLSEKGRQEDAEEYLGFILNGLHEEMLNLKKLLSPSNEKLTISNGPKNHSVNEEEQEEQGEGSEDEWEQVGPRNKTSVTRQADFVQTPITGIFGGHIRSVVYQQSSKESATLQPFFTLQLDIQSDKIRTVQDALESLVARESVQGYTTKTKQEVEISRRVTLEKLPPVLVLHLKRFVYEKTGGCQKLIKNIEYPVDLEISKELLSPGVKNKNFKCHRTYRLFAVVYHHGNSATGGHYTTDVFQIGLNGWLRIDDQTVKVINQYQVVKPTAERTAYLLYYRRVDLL
USP7 inh – human USP7 deubiquitinase inhibition | inhibition, % at 20 µM | purified USP7, Ub-rhodamine cleavage fluorescence | 0.3% of 47,000 active
USP17 block – inhibitors of human USP17 deubiquitinase | inhibition, % at 50 µM | AID 1645855 | purified USP17, Ub-rhodamine cleavage fluorescence, 3 h | 6.5% of 47,000 active
The depositor's hits bear a star; nt = no result given. No stated cut-off is given here; in the data, active means inhibition above about 30%; inactive means the rest.

SMILES	OTUD3 block	USP8 block	UCHL1 block	USP28 inh	USP30 inh	USP10 block	USP7 inh	USP17 block
COc1nc(OC)nc(N2CCC(NC(=O)C(Cc3cccc(C)c3)NC(C)=O)CC2)n1 (stereo unspecified)	-7.3	-5.2	-3.5	-13.0	-6.7	0.0	0.1	-0.9
O=C(Nc1ccc2c(c1)OCO2)c1cc(CN2CCCC2)on1	7.3	53.0*	5.1	26.8	-24.5	5.3	-7.1	34.6*
CCOC(=O)C1CCN(C(=O)c2cnc3scc(-c4ccc(C)cc4)n3c2=O)CC1	-3.2	-8.1	-2.6	-6.8	-14.2	-2.2	-2.3	-11.0
CO[C@H](C[C@H](C)[C@H](O)/C=C/C=C/CNC(=O)C(C)(C)[C@@H](O)/C(C)=C/C=C/C=C/Cc1cnco1)[C@]1(O)[C@@H](C)C(=O)N(C)[C@]12C(=O)OC2C (stereo partly specified)	-53.4	-165.0	-32.5	-62.2	-241.7	-6.4	-29.6	-97.8
CC(C)=CCC/C(C)=C/CCC(C)(O)C1Cc2c(c3ccccc3[n+]([O-])c2C)O1 (stereo unspecified)	1.0	11.5	12.3	6.9	30.3*	10.7	-9.7	18.9
CC(C)C(NC(=O)c1ccccn1)c1nc2ccccc2[nH]1 (stereo unspecified)	4.8	8.0	3.1	6.5	15.2	5.2	11.9	5.6
Cc1nc(-n2cc(C(=O)c3ccc4ccccc4c3)nn2)nc2c1CCC2	-4.9	3.3	-0.3	-12.0	-39.5	-0.9	-0.8	-12.5
COc1ccc(CN2CCOCC3(CC(Cn4cnnc4)CO3)C2)cc1 (stereo unspecified)	-0.3	-40.3	-1.2	-8.4	-4.0	0.1	1.8	-4.8
Cc1ccc(N(Cc2nc3nc(C)cc(=O)n3[nH]2)S(=O)(=O)c2ccccc2)cc1	9.9	15.7	0.5	4.3	24.2	1.2	5.5	10.9
Cc1cccc(NC(=O)C2CCc3nc(N4CCOCC4)ncc3C2)c1 (stereo unspecified)	1.5	-0.4	1.7	-5.8	5.7	0.4	-1.3	-5.7
COCCNC(=O)c1cccc(C2CCCN(C(=O)Nc3ccccc3)C2)c1 (stereo unspecified)	-2.0	-5.0	-1.2	-16.2	0.2	6.5	0.4	-3.6
CN(C)C(=O)c1ccc(NC(=O)c2ccccc2C(=O)c2ccc(F)cc2)cc1	0.2	1.5	-0.7	-9.0	5.9	0.0	-1.1	-15.2
CCc1ccc(CN2CCC(c3nc(-c4cnccn4)n[nH]3)CC2)cc1	5.4	-1.5	2.7	7.1	7.2	2.1	-2.3	-27.7
O=C(NCC1(c2ccccc2)CCOCC1)c1ccc(F)cc1	7.0	-6.0	6.1	6.8	13.1	6.5	3.3	0.0
Cc1nc2cc(-c3noc(CNC(=O)c4ccccc4)n3)ccc2n(C2CCCC2)c1=O	-16.7	18.2	-3.2	-13.0	-109.1	-6.1	-2.0	3.0
CNc1nc2c(c(=O)n1-c1ccccc1)CN(S(=O)(=O)c1c(C)nn(C)c1Cl)CC2	-4.7	1.3	0.2	-7.0	-2.4	1.7	1.6	0.2
CN1CCC(N(C(=O)c2ccccc2)C2CCN(CCc3ccccc3)CC2)CC1	9.3	19.1	1.6	9.6	4.8	-5.2	3.3	8.9
COc1ccccc1CNC(=O)c1cn(C)nc1S(=O)(=O)N1CCCCC1	-4.5	-0.1	0.7	-3.5	-19.8	-1.7	-11.5	-51.0
c1ccc(-c2nc(N3CCCC3)cc(N3CCOCC3)n2)cc1	-4.6	-272.3	0.3	-13.4	-17.3	-1.9	-8.6	-65.1
COc1ccccc1CCNC(=O)c1cc(C2CC2)nc2c1cnn2C(C)C	15.2	-5.1	4.4	15.3	-5.6	-3.5	4.5	2.0
Clc1ccccc1-c1cc2nc(NCCc3ccncc3)ccn2n1	-23.5	-19.2	-2.2	-16.8	-45.3	-3.5	0.8	-16.5
COC(=O)c1ccc(C2CC(=O)Nc3cc4c(cc32)OCCO4)cc1 (stereo unspecified)	2.7	-0.5	2.3	nt	nt	3.0	-1.6	1.8
N#Cc1c(N2CCOCC2)nnc(-c2ccccc2)c1-c1ccccc1	0.1	-20.5	-5.6	nt	nt	-5.7	-5.5	-16.0
Nc1c(-c2ccccn2)nsc1C(=O)N1CCN(c2ccc(F)cc2)CC1	5.4	14.4	1.1	5.6	35.7*	8.5	7.5	23.9
CCCc1nc2sc3c(NC4CCCCC4)ncnc3c2c2c1CCC2	5.4	11.6	-2.3	74.8*	23.0	1.1	2.0	11.6
SMILES	OTUD3 block	USP8 block	UCHL1 block	USP28 inh	USP30 inh	USP10 block	USP7 inh	USP17 block
Cc1nc2ccccn2c1CN1C[C@H]2N(C)C(=O)c3ccccc3C(=O)[C@@]2(C)C1	-3.2	-14.2	-2.2	-5.4	-15.7	0.0	-0.3	-13.2
CCN1CCOCC2(CCCN(C(=O)c3ccccc3F)C2)C1 (stereo unspecified)	18.4	-57.8	0.4	2.6	28.1	-0.2	1.1	-3.8
COc1ccc(-c2ccnc(N[C@H]3CO[C@H]4[C@@H]3OC[C@@H]4NC(=O)CCC(=O)O)n2)cc1	-9.3	-15.3	-3.7	-9.4	-17.5	-2.1	-0.4	1.6
Cc1ccccc1-c1nnc(SCC(=O)N(C)Cc2ccccc2)n1C	-5.0	-2.0	-0.3	-17.3	1.4	-0.1	-5.1	-1.8
Cc1ccc(C(=O)Nc2ccc(Cl)c(N3CCCS3(=O)=O)c2)cc1C	1.1	-0.2	5.0	20.0	-5.4	1.6	5.1	1.6
O=C(O)Cc1ccc(NC(=O)c2ccccc2-c2ccccc2C(=O)O)cc1	0.0	-2.0	-2.8	-12.4	-17.4	-1.6	0.1	-25.3
CN(CC1CCCO1)C1CCN(C(=O)CNC(=O)/C=C/c2ccc(Cl)cc2)CC1 (stereo unspecified)	-2.3	-8.0	0.0	0.0	-4.8	-1.9	1.1	1.2
CC(C)NC(=O)N1CCCN(C2CCN(Cc3ccccc3)C2=O)CC1 (stereo unspecified)	-3.0	-172.6	-0.5	-2.5	-9.5	-0.1	2.1	-36.9
Cc1ccccc1C(=O)Nc1nc(-c2ccccc2)ns1	11.1	23.0	4.2	26.8	12.6	8.2	0.0	18.3
CCCCc1nc2sc3c(NCc4ccccn4)ncnc3c2c2c1CCC2	-3.7	-1.4	-0.9	43.1*	-0.2	-1.7	-1.9	4.6
COc1ccc(Cl)cc1C(=O)NNC(=O)c1cc(-c2ccccc2)n[nH]1	2.0	85.1*	-0.1	-1.6	4.8	40.4*	15.2	10.8
O=c1c(NCCc2ccc(Cl)cc2)nccn1-c1ccc2c(c1)OCO2	-0.7	11.4	2.5	0.4	-13.9	0.0	0.1	-14.2
Cc1cccc(C)c1NC(=O)COC(=O)c1sc2cc(F)ccc2c1Cl	-0.7	0.2	-2.5	-4.6	-3.1	3.1	6.0	1.6
CN1C(=O)COc2ccc(NC(=O)c3cc(-c4ccccc4)on3)cc21	13.2	-0.5	0.2	12.4	26.9	3.6	5.6	73.9*
COc1ccc(/C=C(\C#N)c2nnc(N)s2)cc1	0.0	1.9	0.0	1.5	-8.8	-0.2	-2.5	0.9
CNC(=O)c1[nH]c(C2CCC(CNC(=O)c3ccccn3)CC2)nc1-c1ccc(OC)cc1 (stereo unspecified)	5.9	-94.8	3.2	10.2	17.3	5.9	2.3	6.6
CC(=O)N1CCC2(CCCN(C(=O)c3ccccc3-n3cccc3)C2)CC1	-0.8	-5.0	-1.2	-10.3	-0.5	-2.7	5.4	-13.3
Cc1ccc(-c2nn3c(-c4ccco4)nnc3c3ccccc23)cc1	-10.2	5.4	4.4	-9.8	-7.2	-4.9	6.6	1.4
CC(=O)N1CCc2ncn(C(C)C)c2C1C(=O)N1CCN(c2ccccc2)CC1 (stereo unspecified)	9.4	0.7	-2.2	3.2	-19.0	-7.2	0.0	-42.7
CSc1nc(SCC(=O)Nc2ccc(C)cc2)c2c3c(sc2n1)COC(C)(C)C3	-1.2	-0.3	-4.6	-11.3	-6.2	2.0	-0.1	-0.5
CCc1cccc(-n2nnnc2N2CCN(C(=O)Nc3ccccc3CC)CC2)c1	3.0	-1.0	1.1	-6.1	-0.4	1.6	-9.5	-4.9
Cc1ccc(NC(=O)Nc2cccn3ncnc23)cc1	-4.5	13.1	-0.5	24.5	7.5	2.8	3.8	14.0
CCC(C)c1ccc(NC(=O)COc2nc3ccccc3nc2C)cc1 (stereo unspecified)	-4.3	-5.2	-2.8	-6.2	-3.6	-11.9	-2.7	47.4*
O=C(CN1C(=O)CCc2cc(S(=O)(=O)N3CCCCC3)ccc21)NC1CC1	-4.7	-8.5	-0.2	-5.9	-38.6	-3.9	-1.8	-27.8
Cc1ccc(-n2cc(C(=O)N3CCN(c4ccccc4)CC3)nn2)cc1	7.7	39.6*	0.0	10.1	43.7*	6.1	1.6	39.8*

Reprinted at random: two compounds from above.
SMILES	OTUD3 block	USP8 block	UCHL1 block	USP28 inh	USP30 inh	USP10 block	USP7 inh	USP17 block
CCc1cccc(-n2nnnc2N2CCN(C(=O)Nc3ccccc3CC)CC2)c1	3.0	-1.0	1.1	-6.1	-0.4	1.6	-9.5	-4.9
Cc1ccccc1-c1nnc(SCC(=O)N(C)Cc2ccccc2)n1C	-5.0	-2.0	-0.3	-17.3	1.4	-0.1	-5.1	-1.8

(continued)
SMILES	OTUD3 block	USP8 block	UCHL1 block	USP28 inh	USP30 inh	USP10 block	USP7 inh	USP17 block
COc1cccc(CC2(Cc3cccc(OC)c3)C(=O)N(Cc3ccccn3)C(=O)c3ccccc32)c1	25.6	27.1	7.2	7.9	35.9*	2.5	12.1	21.3
Cc1oc2ncn3nc(-c4ccncc4)nc3c2c1C	-8.5	-2.2	-6.2	-15.0	-11.0	-5.4	0.2	-2.1
Clc1cccc(-n2ncc3c2ncn2nc(-c4ccccc4Cl)nc32)c1	8.8	24.6	-9.4	8.6	0.1	-6.0	1.6	1.3
N#Cc1ccccc1S(=O)(=O)N1CCN(C(=O)C2Cc3ccccc3C(=O)O2)CC1 (stereo unspecified)	9.0	18.7	1.6	12.6	24.1	-4.1	0.0	10.9
Cc1cc(C)cc(NC2c3ncccc3C(=O)N2Cc2ccco2)c1 (stereo unspecified)	-5.3	0.1	-0.8	-3.4	-6.4	4.0	-0.1	-11.0
Cc1sc(NC(=O)Cc2c[nH]c3ccccc23)nc1-c1ccccc1	-17.0	-38.0	-1.4	-13.1	-98.1	-3.6	-25.8	-15.9
CCC(=O)Nc1ccc(C)n(CC(=O)N2CCN(c3ccccn3)CC2)c1=O	0.6	2.8	-3.0	-4.6	0.6	0.1	0.3	-1.5
CC(Oc1ccc(F)cc1)C(=O)N1CCC(c2nc3ccccc3cc2C(N)=O)CC1 (stereo unspecified)	-4.8	1.5	0.3	-3.5	-5.4	-1.2	-7.5	-5.3
COCCn1ccc2ccn(Cc3nc(-c4ccncc4)no3)c(=O)c21	-5.4	14.6	-0.3	7.2	-9.1	-0.6	-1.8	-0.1
O=C(NC1CCN(Cc2ccccc2)CC1)C1CCCN(c2nnc(-n3cccc3)s2)C1 (stereo unspecified)	-2.3	-0.8	0.2	-7.4	-20.7	-7.3	-3.7	13.8
COc1ccc(C(=O)Nc2nc(C)c3cc4c(cc3n2)OCO4)cc1	14.9	16.5	4.3	-4.5	15.8	-1.3	9.9	13.3
Cc1nc(-c2nccn2C)cc(C2CCCCN2C(=O)CC(C)(C)C)n1 (stereo unspecified)	15.4	9.6	0.5	7.9	16.7	-2.5	2.3	8.3
CC(C)(C)C(=O)NC(c1ccccc1)c1nnc(N2CCOCC2)o1 (stereo unspecified)	12.4	7.3	-2.9	73.7*	2.9	0.1	3.3	3.7
CCC(=O)Nc1ccc2c(c1)CCCN2C(=O)c1cccs1	-4.0	2.7	-2.9	-3.0	-0.2	3.4	-9.5	-18.0

Entries listed so far that have an aryl methoxy group:
SMILES	OTUD3 block	USP8 block	UCHL1 block	USP28 inh	USP30 inh	USP10 block	USP7 inh	USP17 block
COc1nc(OC)nc(N2CCC(NC(=O)C(Cc3cccc(C)c3)NC(C)=O)CC2)n1 (stereo unspecified)	-7.3	-5.2	-3.5	-13.0	-6.7	0.0	0.1	-0.9
COc1ccc(CN2CCOCC3(CC(Cn4cnnc4)CO3)C2)cc1 (stereo unspecified)	-0.3	-40.3	-1.2	-8.4	-4.0	0.1	1.8	-4.8
COc1ccccc1CNC(=O)c1cn(C)nc1S(=O)(=O)N1CCCCC1	-4.5	-0.1	0.7	-3.5	-19.8	-1.7	-11.5	-51.0
COc1ccccc1CCNC(=O)c1cc(C2CC2)nc2c1cnn2C(C)C	15.2	-5.1	4.4	15.3	-5.6	-3.5	4.5	2.0
COc1ccc(-c2ccnc(N[C@H]3CO[C@H]4[C@@H]3OC[C@@H]4NC(=O)CCC(=O)O)n2)cc1	-9.3	-15.3	-3.7	-9.4	-17.5	-2.1	-0.4	1.6
COc1ccc(Cl)cc1C(=O)NNC(=O)c1cc(-c2ccccc2)n[nH]1	2.0	85.1*	-0.1	-1.6	4.8	40.4*	15.2	10.8
COc1ccc(/C=C(\C#N)c2nnc(N)s2)cc1	0.0	1.9	0.0	1.5	-8.8	-0.2	-2.5	0.9
CNC(=O)c1[nH]c(C2CCC(CNC(=O)c3ccccn3)CC2)nc1-c1ccc(OC)cc1 (stereo unspecified)	5.9	-94.8	3.2	10.2	17.3	5.9	2.3	6.6
COc1cccc(CC2(Cc3cccc(OC)c3)C(=O)N(Cc3ccccn3)C(=O)c3ccccc32)c1	25.6	27.1	7.2	7.9	35.9*	2.5	12.1	21.3
COc1ccc(C(=O)Nc2nc(C)c3cc4c(cc3n2)OCO4)cc1	14.9	16.5	4.3	-4.5	15.8	-1.3	9.9	13.3

Source: PubChem
